PV pol inh: inhibitors of poliovirus RNA polymerase binding and polymerization | AID 588519 | P03300 | poliovirus polymerase elongation, fluorescence polarization; active compounds read low | actives 0.66% (n = 150,000) | % elongation, % (compound at 16.7 µg/mL); in the data active means % elongation below about 90%; further: some results filed as inactive read as strong as hits
Target sequence (P03300 1749-2209 limits assumed): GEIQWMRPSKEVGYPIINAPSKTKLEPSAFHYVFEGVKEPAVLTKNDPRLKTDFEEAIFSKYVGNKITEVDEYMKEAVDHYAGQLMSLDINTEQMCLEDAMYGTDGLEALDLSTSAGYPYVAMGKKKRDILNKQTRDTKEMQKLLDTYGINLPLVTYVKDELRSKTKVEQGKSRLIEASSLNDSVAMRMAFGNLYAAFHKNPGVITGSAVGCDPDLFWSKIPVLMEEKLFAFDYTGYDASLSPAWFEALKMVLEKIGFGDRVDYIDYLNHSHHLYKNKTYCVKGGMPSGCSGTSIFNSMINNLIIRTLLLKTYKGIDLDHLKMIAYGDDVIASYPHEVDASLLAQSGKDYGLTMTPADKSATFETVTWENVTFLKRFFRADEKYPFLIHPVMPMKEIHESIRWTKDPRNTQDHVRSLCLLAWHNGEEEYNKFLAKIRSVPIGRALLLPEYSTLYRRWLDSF
PV pol inh FP z-score: also measured in PV pol inh; calls as there; z-score; measured here: FP z-score; hits read low
* marks the source's active call; other numbers are inactive results.

Results follow in this order: PV pol inh	PV pol inh FP z-score
> CC(NC(=O)CCCn1c(=O)[nH]c2ccsc2c1=O)C12CC3CC(CC(C3)C1)C2 (stereo not given)
 : 101.0	0.1
> CCOC(=O)C1CCC(CN(Cc2ccc(OC)cc2)S(=O)(=O)c2ccc(F)c(C(=O)Nc3ccc(C)c(C)c3)c2)CC1 (stereo not given)
 : 108.0	-0.2
> COc1ccccc1C1CC(=O)N2CN(C3CCCCC3)CSC2=C1C#N (stereo not given)
 : 94.0	-2.8
> COc1ccc(CNC(=O)c2ccc(CS(=O)Cc3ccccc3Cl)o2)cc1 (stereo not given)
 : 112.0	1
> O=S(=O)(c1ccc(O)c(N=Cc2ccccc2O)c1)C(F)(F)F
 : 111.0	0.8
> O=C(CSc1n[nH]c(-c2ccco2)n1)N1c2ccccc2Sc2ccccc21
 : 100.0	-0.2
> O=S(=O)(c1ccc(Cl)cc1)c1ccccn1
 : 100.0	0
> CCOC(=O)/C(=N/O)C1=NC2(C)CCCCC2c2ccccc21 (stereo not given)
 : 101.0	-0.2
> C[C@@H]1CC[C@@]2(NC1)O[C@H]1C[C@H]3C4CC=C5C[C@@H](O)CC[C@]5(C)C4CC[C@]3(C)C1[C@@H]2C (stereo not given in full)
 : 101.0	0.2
> Cn1c(-c2ccc(Cl)cc2)[n+](C)c2ccccc21
 : 98.0	-1.2
> Cc1ccc(C)c(N2CCN(S(=O)(=O)c3ccc4c(c3)CCN4C(=O)CCC(=O)O)CC2)c1
 : 103.0	0.6
> CCSC1=NCN(Cc2cccs2)CN1
 : 101.0	-0.6
> CC1(C)NNC(=S)N(Cc2cccc3ccccc23)C1=O
 : 100.0	0.3
> O=C(Nc1c(C(=O)c2ccccc2)oc2ccccc12)c1cc(=O)c2ccccc2o1
 : 112.0	0.8
> O=C(O)/C(=C/C(=O)c1ccccc1)Nc1ccc(OC(F)(F)F)cc1
 : 103.0	0

At a glance, some entries already given.
Results follow in this order: PV pol inh	PV pol inh FP z-score
> Cn1c(-c2ccc(Cl)cc2)[n+](C)c2ccccc21
 : 98.0	-1.2
> Cc1ccc(C)c(N2CCN(S(=O)(=O)c3ccc4c(c3)CCN4C(=O)CCC(=O)O)CC2)c1
 : 103.0	0.6
> CCSC1=NCN(Cc2cccs2)CN1
 : 101.0	-0.6
> CC1(C)NNC(=S)N(Cc2cccc3ccccc23)C1=O
 : 100.0	0.3
> O=C(Nc1c(C(=O)c2ccccc2)oc2ccccc12)c1cc(=O)c2ccccc2o1
 : 112.0	0.8
> O=C(O)/C(=C/C(=O)c1ccccc1)Nc1ccc(OC(F)(F)F)cc1
 : 103.0	0

Later entries.
Results follow in this order: PV pol inh	PV pol inh FP z-score
> CS(=O)(=O)c1ccccc1-c1nnc(NC(=O)c2cccc(N3C(=O)CCC3=O)c2)o1
 : 101.0	-0.7
> Nc1sc2ccccc2[n+]1CC(=O)c1ccccc1
 : 100.0	-0.3
> CCOC(=O)c1c(N)sc(C(O)(C(F)(F)F)C(F)(F)F)c1-c1ccc(Cl)cc1
 : 100.0	0
> Cc1ccc(CNC(=O)CCS(=O)(=O)c2cc3c4c(c2)CCN4C(=O)CC3)cc1
 : 108.0	0.1
> NNC(=O)CNc1ccc2c(c1)OCO2
 : 108.0	0.4
> Cc1cc(Cl)ccc1OCC(=O)OCC(=O)c1ccc(Cl)cc1
 : 103.0	0.6
> Cc1ccccc1C(=O)Nc1ccccc1OCc1cc(=O)n2ccccc2n1
 : 104.0	-0.3
> CN(C)C(=O)COc1ncnc2sc3c(c12)CCC3
 : 101.0	-0.3
> Cc1ccc(-c2noc(-c3ccc(Oc4cc(Cl)cc(Cl)c4)o3)n2)cc1
 : 102.0	0
> Cc1ccn2c(NC(=O)C(C)(C)Oc3ccc(Cl)cc3)c(-c3ccc(F)cc3)nc2c1
 : 100.0	0
> CC1=CS(=O)(=O)CC1Sc1n[nH]c(C)n1 (stereo not given)
 : 101.0	-0.1
> COc1ccc(C(=O)NCC(=O)c2ccccc2)cc1
 : 99.0	-0.5
> O=C(NC1=NCCN1)c1c(Cl)cccc1Cl
 : 104.0	0
> CN(C)c1ccc(N=Cc2cccn2C)cc1
 : 105.0	1.4
> CCC(C)NC(=O)c1cnc2n(c1=O)CCS2 (stereo not given)
 : 102.0	0.3
> CC(SCc1ccccc1)C(=O)Nc1cccnc1 (stereo not given)
 : 99.0	-0.2
> Cc1cc(OCC(=O)Nc2ncn[nH]2)c(C)c(C)c1Br
 : 107.0	0.3
> Cc1ccc(N2C(=O)CC(NCc3ccc(S(N)(=O)=O)cc3)C2=O)cc1Cl (stereo not given)
 : 99.0	-0.3
> O=C(CSc1ccc(Cl)cc1)NCC1CCCO1 (stereo not given)
 : 102.0	0.2
> Nn1c(SC(C(=O)N2CCCCC2)c2ccccc2)nnc1C1CC1 (stereo not given)
 : 105.0	0.2
> Oc1ccccc1-c1cc(C(F)(F)F)n(-c2ccccc2)n1
 : 110.0	0.7
> O=C(CSC1=NCCS1)n1c2c(c3ccccc31)CCCC2
 : 100.0	-0.2
> CCc1nn(CC(=O)NCCCN2CCCCC2CC)c(=O)c2cc3sc(C)cc3n12 (stereo not given)
 : 101.0	-0.2
> O=C(Nc1cnc(N2CCN(c3ccccc3)CC2)c(C(=O)O)c1)c1cccs1
 : 106.0	-0.2
> CCN1C(=O)C2C(c3ccc(OC)cc3)NC(CC)(C(=O)OC)C2C1=O (stereo not given)
 : 104.0	0.7
> CC(C(=O)C12CC3CC(CC(C3)C1)C2)N(C)C (stereo not given)
 : 100.0	-0.3
> COc1ccccc1CNC(=O)c1ccc(N2CC3CC(C2)c2cccc(=O)n2C3)c(NC(=O)c2ccncc2)c1 (stereo not given)
 : 103.0	1.1
> COc1ccc(N2CCOCC2)c(NC(=O)c2ccco2)c1
 : 104.0	0.6
> Cc1cc(C(=O)OCC(=O)c2ccc3c(c2)OCO3)c2ccccc2n1
 : 105.0	0.4
> Cc1cc(Cl)ccc1NC(=O)C(=O)NCc1ccco1
 : 101.0	-0.5
> CCCN(CC(=O)Nc1ccc(F)c(F)c1F)Cc1c(C(=O)OCC)oc2ccccc12
 : 102.0	-0.1
> Cc1cccc(C(=O)NC(=O)Nc2ccc(-n3nc(C(F)(F)F)cc3C(F)(F)F)cc2)c1
 : 106.0	0.3
> CCN(C(=O)C(C)Oc1ccccc1)C1CCCCC1 (stereo not given)
 : 105.0	1.2
> Cc1cccn2c(=O)c(C=C3C(=O)NC(=S)NC3=O)c(N3CCCC3)nc12
 : 102.0	0.1
> O=C(NCCc1ccccc1)C(=O)NCC(c1cccnc1)N1CCN(c2ccc(F)cc2)CC1 (stereo not given)
 : 107.0	-0.2
> Cc1ccc(-c2noc(-c3ccc(NCc4cccnc4)c([N+](=O)[O-])c3)n2)cc1
 : 105.0	-0.6
> Clc1c(-c2nnc3n2CCCCC3)sc2ccccc12
 : 101.0	-0.2
> O=C(OCC(=O)N1CCCC1)c1ccccc1OCc1ccccc1Cl
 : 102.0	0.2
> CCOC(=O)c1ccc(NC(=O)CC2SC(=Nc3ccc(S(N)(=O)=O)cc3)NC2=O)cc1 (stereo not given)
 : 103.0	0.8
> CCOC(=O)n1c(SCC)nc2ccccc21
 : 100.0	-0.3
> Cc1ccc(C(=O)ON=C2CCN(C)CC2)cc1
 : 105.0	0.9
> CCN1C(=O)c2ccccc2Sc2ccc(C(=O)NCCCN(CC(C)C)CC(C)C)cc21
 : 113.0	0.6
> CCSc1nnc(NC(=O)c2ccccc2)s1
 : 102.0	0.4
> COc1ccc(NC(=O)c2cn(-c3ccccc3)nc2-c2cccnc2)cc1
 : 95.0	-1
> CCOc1ccc(CN2C(=O)c3ccccc3Sc3ccc(C(=O)NCc4ccc5c(c4)OCO5)cc32)cc1
 : 113.0	1.3
> O=C(COc1cccc(NC(=O)c2ccccc2)c1)NCCOc1ccccc1
 : 102.0	-0.1
> O=C(O)c1cc2ccc(F)cc2[nH]1
 : 103.0	0.2
> COC(=O)C1=C(C)N=C2SC(C)C(=O)N2C1c1ccc(C(C)C)cc1 (stereo not given)
 : 99.0	-0.7
> C=CCNC(=O)C1CC(c2ccccc2OC)=NO1 (stereo not given)
 : 101.0	0.3
> CCOC(=O)/C(C#N)=C/Nc1ccn[nH]1
 : 102.0	0.1
> COc1cc(Br)c(C2CC(=O)Nc3cc(OC)c(OC)c(OC)c32)cc1OC (stereo not given)
 : 107.0	0.4
> COc1cccc(N2CCN(C(=O)CCS(=O)(=O)c3ccc4c(c3)oc(=O)n4C)CC2)c1
 : 107.0	-0.3
> Cc1ccc(CN(C)C(=O)C2CCN(C(=O)Nc3ccccc3)CC2)o1
 : 104.0	-0.9
> CCOC(=O)Cc1ccc(NC(=O)N2CCSc3ccccc32)cc1
 : 102.0	-1.3
> COc1ccc(-c2csc3ncnc(Nc4cccc(F)c4)c23)cc1
 : 98.0	-1.3
> CC(=O)N1c2ccccc2C(=O)C1N1CCCCC1 (stereo not given)
 : 104.0	0.7
> COc1ccccc1N(CC(=O)Nc1sc2c(c1C(N)=O)CCC2)S(=O)(=O)c1cccs1
 : 108.0	0.8
> Cc1cc(N)n(N)c(=O)c1
 : 104.0	0.2
> CCSc1nc2ncnc(N)c2[nH]1
 : 101.0	-0.3
> O=C(CSc1ccc(F)cc1)OCCN1CCOCC1
 : 100.0	-0.3

Next part; it opens with the two that closed the last part.
Results follow in this order: PV pol inh	PV pol inh FP z-score
> CCSc1nc2ncnc(N)c2[nH]1
 : 101.0	-0.3
> O=C(CSc1ccc(F)cc1)OCCN1CCOCC1
 : 100.0	-0.3
> Cc1oc2ccccc2c1CNC(N)=O
 : 103.0	0.2
> Cc1ccc(CNC(C)c2ccccc2)s1 (stereo not given)
 : 106.0	0.1
> Cc1ccc(CN(C(=O)COc2ccc(F)cc2)C2CCS(=O)(=O)C2)o1 (stereo not given)
 : 115.0	0
> CCOC(=O)Cn1c(C)c(Sc2ccccc2)c2ccccc21
 : 107.0	0.5
> COc1ccc(CCNC(=O)CSc2ccccn2)cc1
 : 102.0	0.3
> c1ccc(Nc2cnccn2)cc1
 : 106.0	2
> CC(C)N(C(=O)CNc1cc(Cl)ccc1Cl)c1ccccc1
 : 102.0	0.1
> COc1cc2cc3c4c(cc(OC)c(OC)c4c2cc1OC)CCN3C
 : 18.0*	-8*
> COc1ccc(NC(=O)c2ccco2)cc1NC(=O)C(C)Oc1ccc(Cl)cc1Cl (stereo not given)
 : 108.0	0.7
> CCN(CC)c1ccc(-c2nc(NC(C)=O)c3c(=O)oc4ccccc4c3n2)cc1
 : 103.0	0.8
> NC(=O)C1CCN(C(=O)/C=C2\Sc3ccccc3NC2=O)CC1
 : 101.0	0.4
> CS(=O)(=O)N(Cc1ccccc1)c1ccc(C(=O)Nc2ccc(Cl)cc2)cc1
 : 105.0	0.5
> CCc1ccc(C(=O)c2cn(CC(=O)Nc3ccc4c(c3)OCO4)c3ccc(OC)cc3c2=O)cc1
 : 107.0	0.3
> CCC1CN(C(=O)N2CCC(C(=O)NCCc3ccc(OC)cc3OC)CC2)c2cc(C)ccc2O1 (stereo not given)
 : 103.0	-0.6
> COc1ccc(NC(=O)CSc2nc3nc(C)c(Cc4ccc(C)cc4)c(C)n3n2)cc1OC
 : 103.0	-1

Continued, overlapping the part above by two compounds.
Results follow in this order: PV pol inh	PV pol inh FP z-score
> CCC1CN(C(=O)N2CCC(C(=O)NCCc3ccc(OC)cc3OC)CC2)c2cc(C)ccc2O1 (stereo not given)
 : 103.0	-0.6
> COc1ccc(NC(=O)CSc2nc3nc(C)c(Cc4ccc(C)cc4)c(C)n3n2)cc1OC
 : 103.0	-1
> Cn1cc(C(=O)NCc2cccs2)c(=O)c2cc(S(=O)(=O)N3CCOCC3)ccc21
 : 100.0	-0.8
> CCOC(=O)/C(=N\Nc1ncnc2ccccc12)c1ccc(OC)cc1
 : 108.0	0.7
> Cc1c(-c2nsc(NC(=O)c3cccc(Cl)c3)n2)nnn1-c1ccccc1C(F)(F)F
 : 108.0	0.4
> CCC(C)NC(=O)c1sc2nc(C)nc(N(C)c3ccc(C(C)C)cc3)c2c1C (stereo not given)
 : 101.0	-0.1
> COc1cc(/C=N/n2cnc3scc(-c4cccs4)c3c2=O)ccc1O
 : 100.0	-0.4
> Cc1cccc(N2CCN(CC(=O)NCc3cccs3)CC2)c1C
 : 101.0	0
> CCCOC(=O)COc1ccc2c3c(c(=O)oc2c1C)CCCC3
 : 106.0	1.1
> COC(=O)C(=Nc1ccc(NC(C)=O)cc1)C(F)(F)F
 : 100.0	-0.3
> N#CCCC1CCCCCCCCCCC1O (stereo not given)
 : 100.0	-0.5
> Oc1ccc(C2Oc3ccccc3C3CC(c4ccccc4O)=NN32)cc1 (stereo not given)
 : 103.0	1.5
> Cc1ccc(NC(=O)Cn2cc(S(=O)(=O)N3CCCC3)c(S(=O)(=O)N3CCCC3)c2)c(C)c1
 : 110.0	0.3
> COc1ccc(-c2cn3cccnc3n2)cc1NC(=O)C(C)C
 : 104.0	0.7
> COc1cccc(OCC(=O)Nc2cccc(C(=O)O)c2C)c1
 : 99.0	-0.4
> O=C(CSCc1cnn(-c2ccccc2)c1-n1cccc1)Nc1ccccc1Br
 : 104.0	0.3
> O=C(Nc1ccc(Br)cc1)C1(c2ccccc2)CCCC1
 : 102.0	-0.3
> COc1cccc(OC)c1OC(=O)c1c(F)cccc1F
 : 103.0	0
> O=C1C(=O)N(CCCN2CCOCC2)C(c2ccccc2F)/C1=C(\O)c1ccc2c(c1)OCCO2 (stereo not given)
 : 103.0	0.8
> COc1ccc(-n2c(O)c(C=NC3CN4CCC3CC4)c3ccccc3c2=O)cc1OC (stereo not given)
 : 98.0	-0.4
> CCN(CC)c1ccc(C(=O)Nc2nc(-c3ccc(C)o3)cs2)cc1
 : 99.0	-1
> CC(C(N)=O)N1C(=O)c2ccccc2C1=O (stereo not given)
 : 102.0	-0.1
> CC(C)[C@H](NC(N)=O)C(=O)NCc1ccccc1
 : 104.0	0.1
> COc1ccccc1CNc1nccn(-c2ccccc2)c1=O
 : 99.0	-0.6
> CC(CNC1CCN(C)CC1)c1ccccc1 (stereo not given)
 : 103.0	0.9
> CCOc1ccc(CCNC(=O)Cc2noc3ccccc23)cc1
 : 106.0	1.3
> Cc1cccc(NC(=O)c2cccc(Cn3nc(C)c(Cl)c3C)c2)c1C
 : 102.0	0.1
> Cc1nc2ccccc2nc1CSc1nnc(C2COc3ccccc3O2)n1C (stereo not given)
 : 102.0	-0.1

An excerpt; rates above refer to the full screens.
